SENP8 block-1: inhibitors of human SENP8 protease. inhibition, % at 20 µM. recombinant SENP8, Nedd8 substrate fluorescence. Q96LD8. 360,000 tested, 0.64% active. AID 602440; in the data active means inhibition mostly above about 40%, no sharp cut-off; inactive means mostly below about 27%
Target sequence (Q96LD8 whole entry, looked up): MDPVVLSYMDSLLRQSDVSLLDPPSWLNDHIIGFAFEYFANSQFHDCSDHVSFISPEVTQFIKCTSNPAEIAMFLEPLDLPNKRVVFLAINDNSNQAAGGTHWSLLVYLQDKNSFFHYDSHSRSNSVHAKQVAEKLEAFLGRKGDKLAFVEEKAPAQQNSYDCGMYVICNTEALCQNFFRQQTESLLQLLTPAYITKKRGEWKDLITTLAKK
Apaf1 inhib: human Apaf-1 inhibition | O14727 | inhibition, % at 20 µM | 330,000 tested, 0.71% active | reconstituted apoptosome caspase-3 activity, DEVD-Rh110 fluorescence; active means inhibition of at least 40% at 20 µM;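 further: plate controls were DMSO wells for no effect and DEVD-CHO caspase inhibitor wells for full effect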
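System: reconstituted apoptosome with Apaf-1, cytochrome c, caspase-9, procaspase-3, dATP; Signal: Rh110 fluorescence intensity; Schedule: 30 min compound preincubation, 50 min activation, room temperature; Reagent: cytochrome c trigger plus (Z-DEVD)2-Rh110 caspase-3 substrate.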
PfGluPho inh: PfG6PD (Plasmodium falciparum) enzyme inhibition | PfGluPho enzyme, NADPH resazurin-diaphorase fluorescence | inhibition, % at 20 µM | 350,000 tested, 0.78% active;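 active means inhibition reaching at least a set limit at 20 µM in the primary screen, cut at about 59% in these data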;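 further: 0% = DMSO wells with substrate and 100% = DMSO wells lacking glucose-6-phosphate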
HKDC1 inh: blocks human hexokinase HKDC1 activity; Q2TB90; recombinant HKDC1, G6PDH/diaphorase resazurin coupled fluorescence; inhibition, % at 20 µM; 340,000 tested, 0.16% active; AID 493160;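 active means inhibition above about 35% when tested at 20 µM, limit read from the data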;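 further: plate controls were DMSO wells with enzyme for no effect and DMSO wells lacking enzyme for full effect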
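System: Recombinant HKDC1 hexokinase | Amount: HKDC1 at 5 µg/mL | Reagent: Glucose with 1 mM ATP | Doses: Single 20 µM dose | Incubation: Reaction time 90 min, room temperature, protected from light | Signal: Coupled resazurin fluorescence, excitation 525 nm, emission 613 nm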
NLRP3 yeast inh: inhibitors of NALP3 inflammasome in yeast. inhibition, % at 10 µM. AID 2825. 330,000 tested, 0.39% active. Yeast reconstituted NLRP3/ASC/caspase-1, beta-gal luminescence, 24 h;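 active means inhibition of 50% or more; inactive means inhibition below 50%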;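 further: plate controls were induced DMSO wells for no effect and uninduced yeast grown without galactose for full effect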
SENP7 block: SENP7 protease inhibition; Q9BQF6; recombinant SENP7, Z-RLRGG-aminoluciferin luminescence, 40 min; inhibition, % at 5 µM; 330,000 tested, 1.5% active; AID 434973;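 active means inhibition above about 50% at the single test dose, limit read from the data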;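 further: plate controls were DMSO with enzyme for no effect and no enzyme buffer wells for full effect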
Target sequence (Q9BQF6 706-1050 limits assumed): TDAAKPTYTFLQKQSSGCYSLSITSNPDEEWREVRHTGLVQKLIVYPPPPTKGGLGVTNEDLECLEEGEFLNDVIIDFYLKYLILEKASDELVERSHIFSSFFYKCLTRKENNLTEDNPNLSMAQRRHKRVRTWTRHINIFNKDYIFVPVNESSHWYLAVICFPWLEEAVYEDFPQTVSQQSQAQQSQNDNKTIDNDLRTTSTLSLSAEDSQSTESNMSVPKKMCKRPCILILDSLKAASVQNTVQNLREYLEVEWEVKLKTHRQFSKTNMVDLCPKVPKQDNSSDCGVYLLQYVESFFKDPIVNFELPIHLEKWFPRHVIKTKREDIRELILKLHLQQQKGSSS
SENP1 inh: blocks the human SENP1 SUMO protease catalytic domain | 360,000 tested, 0.21% active | Q9P0U3 | inhibition, % at 10 µM | recombinant SENP1 catalytic domain, CyPet-SUMO1-YPet FRET cleavage;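 active means inhibition at least 30% at 10 µM, raw YFP signal under a set limit, fluorescence ratio 0.5 to 1.5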;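 further: 0% = enzyme with DMSO and 100% = no enzyme wells; some results filed as inactive read as strong as hits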
Target sequence (Q9P0U3 419-644 limits assumed): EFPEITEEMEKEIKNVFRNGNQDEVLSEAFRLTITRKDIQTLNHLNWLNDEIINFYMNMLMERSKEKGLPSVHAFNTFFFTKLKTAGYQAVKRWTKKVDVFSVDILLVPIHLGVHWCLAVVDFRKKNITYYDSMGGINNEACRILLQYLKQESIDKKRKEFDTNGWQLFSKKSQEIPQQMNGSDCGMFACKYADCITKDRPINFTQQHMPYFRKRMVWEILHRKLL
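Compound: 10 µM single point, 0.5% DMSO; Test system: hSENP1 catalytic domain, recombinant; Timing: 50 min reaction at room temperature; Technique: FRET, CFP and YFP emission; Control set: no-enzyme wells low, DMSO-plus-enzyme wells high control.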
SENP6 block: inhibitors of human SENP6 protease; Q9GZR1; Recombinant SENP6 catalytic domain, aminoluciferin luminescence; AID 2599; inhibition, % at 10 µM; 330,000 tested, 1.8% active;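 active means inhibition above about 50% at the single tested dose, limit read from the data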;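 further: plate controls were DMSO wells with enzyme for no effect and DMSO wells lacking enzyme for full effect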
SENP8 block-2: inhibitors of human SENP8 protease. purified SENP8, Z-RLRGG-aminoluciferin cleavage, luminescence. AID 2540. Q96LD8. 330,000 tested, 1.2% active. inhibition, % at 10 µM; in the data active means inhibition above about 50%
The depositor's hits bear a star; x = no result given.

Values in the order: SENP8 block-1	Apaf1 inhib	PfGluPho inh	HKDC1 inh	NLRP3 yeast inh	SENP7 block	SENP1 inh	SENP6 block	SENP8 block-2
CCOC(=O)[C@H]1[C@H]2COc3cc(OC)ccc3[C@@H]2N2C(=O)c3cc(F)c(F)cc3NC(=O)[C@@]12C
 : -5	24	-4	3	0	-14	1	-5	-15
O=[N+]([O-])c1ccc2c(c1)C(O)n1ncnc1S2 (stereo not given)
 : 14	9	12	-12	17	-4	4	-32	-7
CN(Cc1ccc(Br)cc1)CC(O)COc1cccc(Br)c1 (stereo not given)
 : 15	18	17	0	29	4	0	-12	4
CCC1CCc2c(sc(NC(=O)c3ccco3)c2C(N)=O)C1 (stereo not given)
 : -245	15	8	5	10	7	-26	-3	-7
O=S(=O)(c1ccc(Br)s1)n1cccn1
 : 3	0	4	-9	-50	5	1	20	8
Cc1ccc(OCCC(=O)Nc2ccc(S(=O)(=O)Nc3cc(C)nc(C)n3)cc2)cc1
 : 7	-1	-18	25	14	-2	0	-5	-1
Cc1cccc(Cn2c(C)c(C)c3cc(C(=O)NCCN4CCOCC4)ccc32)c1
 : -75	22	-9	-3	15	-6	2	9	2
Cc1nc2nc(C)c(NS(=O)(=O)c3ccc(Cl)cc3)c(=O)n2[nH]1
 : 6	5	-18	-2	-3	3	0	-15	-4
N#CC1(C(N)=O)OC12CCS(=O)(=O)c1ccccc12 (stereo not given)
 : 18	x	2	0	x	x	4	x	x
CS(=O)(=O)N(CC(=O)NCCSCc1ccccc1)c1ccccc1Cl
 : 23	-5	7	-2	6	-4	4	5	0

Other entries
Values in the order: SENP8 block-1	Apaf1 inhib	PfGluPho inh	HKDC1 inh	NLRP3 yeast inh	SENP7 block	SENP1 inh	SENP6 block	SENP8 block-2
Cn1nc(C(=O)N2CCc3ccccc3C2)c2ccccc2c1=O
 : 16	6	7	-6	19	6	4	-20	-10
NC(=O)CC(NC(=O)Cc1ccc(Cl)cc1)c1ccc(NCCN2CCOCC2)c([N+](=O)[O-])c1 (stereo not given)
 : 8	-6	-16	0	9	-4	1	-4	-8
CCc1nnc(NC(=O)CC23CC4CC(CC(Br)(C4)C2)C3)s1
 : 3	26	4	-8	8	-4	0	0	0
COc1ccc(NC(=O)Cc2nnc(N)s2)cc1
 : -1	-5	-3	-1	14	10	-14	-5	-2
CCN(CC)S(=O)(=O)c1cccc(C(=O)NNC(=O)C2=NN(c3ccccc3)C(=O)CC2)c1
 : 8	-8	0	2	16	-6	2	-12	-1
CC(=O)c1ccc2c(c1)C1C=CCC1C(c1cc3c(cc1Br)OCO3)N2 (stereo not given)
 : -267	3	-2	4	26	2	-25	-7	-12
CC(C)Cc1nnc(NC(=O)CCNC(=O)c2ccccc2Cl)s1
 : 8	12	3	-5	4	-12	0	-11	1
CCN(CC)S(=O)(=O)c1ccc(-c2nnc(SCC(=O)N3c4ccccc4CC3C)n2CC)cc1 (stereo not given)
 : 16	21	5	-10	-1	3	-1	2	3
CCOC(=O)C(=CNc1cccnc1Oc1ccc(C)c2c1CCC2)C(=O)OCC
 : -41	15	23	10	13	7	-1	-23	2
O=C(CN1CCCN(S(=O)(=O)c2ccc(Br)s2)CC1)Nc1ccc(Cl)cc1
 : 17	19	2	1	12	10	3	-19	4

Next entries.
Values in the order: SENP8 block-1	Apaf1 inhib	PfGluPho inh	HKDC1 inh	NLRP3 yeast inh	SENP7 block	SENP1 inh	SENP6 block	SENP8 block-2
Cc1ccccc1-c1cc(C(=O)Nc2sc(C)c(C)c2C(N)=O)c2ccccc2n1
 : -21	12	32	3	24	6	-27	9	-3
CN(CC(=O)Nc1ccccc1Cl)C(=O)COC(=O)c1ccc(=O)n(Cc2ccccc2)n1
 : 23	-3	2	-7	1	-3	0	1	3
CC1CN(S(=O)(=O)c2cc(C(=O)NC(C)c3cccnc3)ccc2Cl)CC(C)O1 (stereo not given)
 : 0	-2	12	-4	2	5	-1	-4	2
C=CCOc1cccc(CNn2nnnc2N)c1
 : 3	2	-2	-5	8	-12	1	-27	-10
CCOc1ccc2nc(NC(NC(=O)CC)(C(=O)OC)C(F)(F)F)sc2c1 (stereo not given)
 : 22	-1	-1	3	2	4	-1	-4	-2
COC(=O)[C@H](CCSC)NC(=O)[C@@H](Cc1cnc[nH]1)NC(=O)OCc1ccccc1
 : 10	-9	0	1	13	8	3	-10	-2
Cc1ccc(NC(=O)OCC(F)(F)C(F)F)cc1NC(=O)OCC(F)(F)C(F)F
 : 11	27	12	4	2	3	-1	5	8
Cc1cc(=O)oc2cc(OCC(=O)NCc3cccnc3)ccc12
 : 26	-5	-1	6	17	4	4	5	2
O=c1oc2ccccc2nc1/C=C(\O)c1ccc(Br)cc1
 : 5	4	-59	-2	43	0	2	-7	-35
O=C(CSc1ncccc1C(=O)O)c1ccccc1F
 : 11	12	-20	3	9	0	2	-4	-10

Further records:
Values in the order: SENP8 block-1	Apaf1 inhib	PfGluPho inh	HKDC1 inh	NLRP3 yeast inh	SENP7 block	SENP1 inh	SENP6 block	SENP8 block-2
Cc1ccc(CNC(=O)CNC(=O)c2ccc(Br)o2)cc1
 : 3	-6	-19	3	12	-3	-1	-13	-2
Cc1cc2ccccc2n1CCNC(=O)c1ccc(Br)o1
 : -19	19	35	12	10	-11	-50	-8	-5
COc1ccnc(N=CNOCc2ccc(Cl)cc2)c1C#N
 : -3	-4	9	-4	9	-2	2	-26	-12
CCc1ccc(OCC(=O)NC(NC(=S)Nc2ccc(Cl)cc2)C(Cl)(Cl)Cl)cc1 (stereo not given)
 : 7	14	-5	-3	4	-5	1	-25	-16
CC(=O)c1ccccc1OCCCN1CCCCC1
 : 7	-13	-19	0	26	0	0	-9	1
COc1ccc(/C=N/OC/C(O)=C(\C#N)c2nc3ccccc3[nH]2)cc1
 : -44	-7	-11	-4	0	-3	-31	2	-4
CCNC(=O)NC(=O)CSc1nnc(-c2c[nH]c3ccccc23)o1
 : 1	15	22	-4	18	-6	0	-26	-11
Cc1ccc(C)c(C(=O)Nc2ccncc2)c1
 : 12	-5	-12	-3	17	-1	2	0	3
COc1cc(OC)c(C(=O)O/N=C(\N)c2ccc(C)cc2)cc1OC
 : 0	-2	6	-1	16	-1	1	-3	3
Nc1ccc[n+](CC(=O)c2ccccc2)c1
 : -17	-2	10	-4	24	-2	-1	8	13

(continued)
Values in the order: SENP8 block-1	Apaf1 inhib	PfGluPho inh	HKDC1 inh	NLRP3 yeast inh	SENP7 block	SENP1 inh	SENP6 block	SENP8 block-2
CCC(C(=O)NCc1ccco1)n1nc(C)n2c(cc3occc32)c1=O (stereo not given)
 : 11	5	4	-2	6	-5	-1	2	5
Cc1nn(-c2ccccc2)c(=S)c2ccccc12
 : 4	-10	4	-14	0	0	2	13	-1
Cc1cc(NC(=O)c2cc(-c3ccc4c(c3)OCO4)on2)n(-c2ccccc2)n1
 : -40	-35	-15	-12	-9	-2	3	-2	7
Fc1ccc(NC(=S)NC23CN4CN(CN(C4)C2)C3)cc1
 : 6	2	-9	-2	14	-10	-2	-10	-6
COCCn1c(CCC(=O)O)ccc1-c1cccs1
 : -411	3	-25	1	5	4	-88	8	-5
CSc1ccc(S(=O)(=O)NCC(=O)OCC(=O)NCCc2ccccc2)cc1[N+](=O)[O-]
 : 11	9	8	23	5	0	4	-6	3
Cc1ccc(Nc2ccc([N+](=O)[O-])ccc2=O)cc1
 : 43*	-7	-10	2	37	7	0	21	6
Cc1cccc(C2=NN(c3ccc(Br)cc3)[C@@H](C(=O)N3CCOC3=O)[C@@H]2C)c1
 : -371	22	26	7	x	8	-18	x	x
COc1ccc(C(=O)NNC(=O)Cn2nnc(-c3ccc(OC)c(OC)c3)n2)cc1
 : 19	-9	-14	-8	27	1	-2	-3	5
N#Cc1c(N)nc2c(c1-c1ccc(F)cc1)c(=O)nc1sccn12
 : -52	-5	3	-1	-3	5	-8	-1	3

(list continues)
Values in the order: SENP8 block-1	Apaf1 inhib	PfGluPho inh	HKDC1 inh	NLRP3 yeast inh	SENP7 block	SENP1 inh	SENP6 block	SENP8 block-2
C=CCc1c(C)[nH]c2ccc(C)cc2c1=O
 : 5	-4	4	-4	11	5	2	-15	2
C/C=C(\C)C(=O)NCCN1C2=NC[C@H](Cc3ccc(O)cc3)N2C[C@H]1Cc1ccc(O)cc1
 : 22	-6	-3	-2	3	-4	-1	2	1
COC(=O)c1ccccc1NC(=O)N1CCN(c2ccc(OC)cc2)CC1
 : -12	9	13	-8	-29	4	0	1	9
CC(=O)Nc1cccc(Oc2ncnc3scc(-c4ccccc4)c23)c1
 : 11	5	-3	-4	12	4	0	-11	9
CCCC(=O)Nc1ccc(C(=O)NNC(=O)c2cccs2)cc1
 : 17	-12	3	-5	4	-4	1	-8	2
COc1ccc(CCN(Cc2cccs2)S(=O)(=O)c2ccc(-n3cnnn3)cc2)cc1OC
 : 18	16	1	6	13	2	2	2	2
CCc1ccc(OCCn2ccnc2)cc1
 : 17	-9	-12	-1	5	2	1	0	-5
COc1ccc(C(=O)OCC(=O)NC(C)CCc2ccccc2)cc1OC (stereo not given)
 : 25	1	-15	0	14	0	0	2	2
COC1OCC(O)C(OC(=O)c2ccccc2)C1OC(=O)c1ccccc1 (stereo not given)
 : 12	x	1	-7	x	x	1	x	x
CCOc1cc(/C=N/NC(=O)c2ccccn2)ccc1OC(=O)c1cccs1
 : -22	12	-11	7	11	7	2	0	4
O=C(Nc1ccc(N2CCN(C(=O)c3ccccc3)CC2)c(Cl)c1)c1ncn[nH]1
 : 6	-18	-8	-3	18	5	0	5	-11
CC12CCCCN1CCCc1c2[nH]c2ccccc12 (stereo not given)
 : 9	-7	1	10	10	9	9	-24	-4

Reformatted comma-delimited: entries from further up.
smiles,SENP8 block-1,Apaf1 inhib,PfGluPho inh,HKDC1 inh,NLRP3 yeast inh,SENP7 block,SENP1 inh,SENP6 block,SENP8 block-2
C/C=C(\C)C(=O)NCCN1C2=NC[C@H](Cc3ccc(O)cc3)N2C[C@H]1Cc1ccc(O)cc1,22,-6,-3,-2,3,-4,-1,2,1
CC(=O)Nc1cccc(Oc2ncnc3scc(-c4ccccc4)c23)c1,11,5,-3,-4,12,4,0,-11,9
COC(=O)c1ccccc1NC(=O)N1CCN(c2ccc(OC)cc2)CC1,-12,9,13,-8,-29,4,0,1,9
